Source: PubChem
PfGluPho inh = PfG6PD (Plasmodium falciparum) enzyme inhibition. inhibition, % at 20 µM. PfGluPho enzyme, NADPH resazurin-diaphorase fluorescence. actives 0.78% (n = 350,000). AID 504690;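 active means inhibition reaching at least a set limit at 20 µM in the primary screen, cut at about 59% in these data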;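 further: 0% = DMSO wells with substrate and 100% = DMSO wells lacking glucose-6-phosphate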
SENP7 inh = SENP7 protease inhibition; Q9BQF6; recombinant SENP7, Z-RLRGG-aminoluciferin luminescence, 40 min; inhibition, % at 5 µM; actives 1.5% (n = 330,000);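 active means inhibition above about 50% at the single test dose, limit read from the data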;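 further: plate controls were DMSO with enzyme for no effect and no enzyme buffer wells for full effect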
Target sequence (Q9BQF6 706-1050 limits assumed): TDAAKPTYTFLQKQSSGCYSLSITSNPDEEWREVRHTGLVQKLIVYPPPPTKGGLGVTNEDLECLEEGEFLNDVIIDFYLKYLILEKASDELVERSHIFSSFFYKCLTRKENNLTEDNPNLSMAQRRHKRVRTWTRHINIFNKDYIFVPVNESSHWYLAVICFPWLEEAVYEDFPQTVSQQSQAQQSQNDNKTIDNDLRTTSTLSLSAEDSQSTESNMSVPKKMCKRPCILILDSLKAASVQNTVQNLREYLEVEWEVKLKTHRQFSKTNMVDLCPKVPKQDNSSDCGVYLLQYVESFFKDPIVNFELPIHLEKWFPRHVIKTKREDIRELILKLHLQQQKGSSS
SENP6 inh = inhibitors of human SENP6 protease; Q9GZR1; Recombinant SENP6 catalytic domain, aminoluciferin luminescence; inhibition, % at 10 µM; actives 1.8% (n = 330,000);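 active means inhibition above about 50% at the single tested dose, limit read from the data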;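 further: plate controls were DMSO wells with enzyme for no effect and DMSO wells lacking enzyme for full effect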
MPTP block = blocks calcium-induced mitochondrial swelling | isolated mouse mitochondria, Ca2+ swelling absorbance, 30 min | inhibition, % at 10 µM | actives 1.4% (n = 360,000) | AID 602449;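 active means inhibition of 50% or more, scaled per plate between neutral and stimulator controls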;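 further: 0% = DMSO wells given calcium and 100% = 1 mM EGTA wells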
SENP8 inh = inhibitors of human SENP8 protease | Q96LD8 | recombinant SENP8, Nedd8 substrate fluorescence | inhibition, % at 20 µM | actives 0.64% (n = 360,000); in the data active means inhibition mostly above about 40%, no sharp cut-off; inactive means mostly below about 27%
Target sequence (Q96LD8 whole entry, looked up): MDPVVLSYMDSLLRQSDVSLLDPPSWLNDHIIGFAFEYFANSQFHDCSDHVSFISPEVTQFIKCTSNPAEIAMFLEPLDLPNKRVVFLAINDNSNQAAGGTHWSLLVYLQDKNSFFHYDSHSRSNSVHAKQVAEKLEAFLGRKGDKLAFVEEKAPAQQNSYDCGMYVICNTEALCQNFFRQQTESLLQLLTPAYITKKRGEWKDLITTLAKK
HKDC1 inh = blocks human hexokinase HKDC1 activity; Q2TB90; inhibition, % at 20 µM; recombinant HKDC1, G6PDH/diaphorase resazurin coupled fluorescence; actives 0.16% (n = 340,000);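 active means inhibition above about 35% when tested at 20 µM, limit read from the data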;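 further: plate controls were DMSO wells with enzyme for no effect and DMSO wells lacking enzyme for full effect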
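Assay system: recombinant HKDC1 hexokinase; detection: coupled resazurin fluorescence, excitation 525 nm, emission 613 nm; benchmarks: DMSO-plus-enzyme-mix negative control, buffer-substituted positive control; compound dosing: single 20 µM dose; schedule: 90 min at room temperature in dark; also added: glucose plus 1 mM ATP as hexokinase substrates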
ATG4B inhibitor = inhibitors of human ATG4B cysteine protease; inhibition, % at 8.33 µM; actives 0.51% (n = 340,000); ATG4B cleavage of LC3-PLA2, NBD-HPC fluorescence, 1 h; in the data active means inhibition above about 40%
Target sequence (Q9Y4P1 whole entry, looked up): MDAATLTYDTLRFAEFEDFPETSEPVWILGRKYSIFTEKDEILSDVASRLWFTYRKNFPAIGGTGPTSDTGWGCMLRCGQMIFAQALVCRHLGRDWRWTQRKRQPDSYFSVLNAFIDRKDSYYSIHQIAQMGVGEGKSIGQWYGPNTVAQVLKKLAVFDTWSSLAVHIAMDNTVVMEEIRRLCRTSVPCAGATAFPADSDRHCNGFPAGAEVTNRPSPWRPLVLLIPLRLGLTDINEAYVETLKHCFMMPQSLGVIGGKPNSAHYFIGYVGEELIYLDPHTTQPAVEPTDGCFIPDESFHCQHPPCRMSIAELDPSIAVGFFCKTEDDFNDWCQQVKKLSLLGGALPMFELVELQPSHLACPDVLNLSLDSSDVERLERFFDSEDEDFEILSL
GRIN3A LBD mod = modulators (binders) of human NR3A ligand-binding domain | actives 2.5% (n = 340,000) | NR3A LBD differential scanning fluorimetry, Tm shift; 0% = protein alone, 100% = glycine-bound protein | Tm shift relative to glycine control, % at 25 µM;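 active means melting temperature shift of at least 10% of the positive control shift, at one fixed dose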
An asterisk follows results filed as active; nt = not tested or not shown; & = joins results of further samples.

SMILES	PfGluPho inh	SENP7 inh	SENP6 inh	MPTP block	SENP8 inh	HKDC1 inh	ATG4B inhibitor	GRIN3A LBD mod
Cn1cccc1Cc1nnc(SCC(=O)N2CCN(c3ccccc3)CC2)n1-c1ccc(F)cc1	17	-2	4	1.0	20	-4	-7	0
CCOC(=O)C(NC(=O)CC)(N1CCc2ccccc2C1)C(F)(F)F (centres undefined)	17	1	-4	-2.5	13	-4	-9	1
O=C(COC(=O)[C@@H]1CCCN1S(=O)(=O)c1ccc(Cl)cc1)NCC(F)(F)F	20	-6	9	0.7	-4	-11	0	0
COc1cccc(CN(C)C(=O)COc2ccc(C(=O)c3ccc(Cl)cc3)cc2)c1OC	0	-3	20	0.9	5	-1	-1	-6
COc1ccccc1-c1noc(-c2cccs2)n1	-10	68*	76*	-1.2	16	-7	5	0
CCN(CC(=O)Nc1c(F)cccc1F)C(=O)CSc1nnc(-c2ccco2)n1CC	-2	-7	-6	-1.5	0	-7	4	2
Cc1nnc(NC(=O)CSc2nc(C3CCCCC3)nc3ccccc23)s1	2	11	16	9.1	12	-7	-5	0
Cc1ccc(-c2nc(CS(=O)CC(=O)NCc3ccccc3)c(C)o2)cc1 (centres undefined)	-2	-4	-4	-1.2	-6	0	2	-5
COc1ccc(C(=O)NNC(=S)NC(=O)c2ccc(OC)cc2)cc1	-34	9	-2	4.1	7	0	2	-10
COc1ccc(CSc2nnc(NC(C)=O)s2)cc1[N+](=O)[O-]	24	nt	nt	0.4	16	-10	0	-2
COc1cccc(N(C(=O)CCl)C(C(=O)NCCc2ccccc2)c2cccs2)c1 (centres undefined)	1	nt	nt	14	7	16	7	-6
CCOC(=O)c1[nH]c(C)c(C(=O)Nc2ccc(C)c(F)c2)c1C	0	-4	-16	1.0	16	1	2	-3
O=C(N/N=C/c1c(Cl)cccc1Cl)c1cccc(F)c1	2	15	-11	0.3	9	10	-1	1
Cc1ccc(C2CC(=O)C=C(NCc3ccccc3)C2)cc1 (centres undefined)	-6	1	-11	3.0	19	-1	14	-2
COc1ccc(NC(=O)C(NC(=O)CNC(C)=O)c2ccc(C)cc2)cc1 (centres undefined)	-15	-2	4	0.0	7	-3	-2	2
O=C(Nc1ccc2c(c1)OCCO2)C1CCCN(c2ncccn2)C1 (centres undefined)	-4	-3	3	0.3	5	-6	-1	-2
COc1ccc(NC(=O)c2cc(OC)c(OC)c(OC)c2)cn1	4	-25	-39	0.5	-8	-2	6	-4
COC(=O)c1cc(S(=O)(=O)N2CCCC(C)C2)cn1C (centres undefined)	4	4	1	-1.3	3	3	3	-1
O=C(Nc1cccc(Cl)c1Cl)c1ccccc1OCC(=O)N1CCOCC1	10	5	-14	0.6	-8	3	3	0
Cc1ccc(NC(=O)N(Cc2cccnc2)Cc2ccco2)cc1C	-3	-1	-10	-1.6	7	-8	10	2

Taken from above:
Result of Cc1ccc(NC(=O)N(Cc2cccnc2)Cc2ccco2)cc1C in ATG4B inhibitor: 10
Result of CCN(CC(=O)Nc1c(F)cccc1F)C(=O)CSc1nnc(-c2ccco2)n1CC in GRIN3A LBD mod: 2

(next part)
SMILES	PfGluPho inh	SENP7 inh	SENP6 inh	MPTP block	SENP8 inh	HKDC1 inh	ATG4B inhibitor	GRIN3A LBD mod
CCOc1ccc(NC(=O)CNC(=O)c2ccc(OC)cc2)cc1	-14	6	13	2.6	26	0	8	-1
CCOc1ccc(C(=O)N[C@H](C(=O)Nc2cccc(S(=O)(=O)N3CCOCC3)c2)C(C)C)cc1	4	2	-5	-2.5	-2	-4	-10	1
O=C(NCCN1CCOCC1)c1cc(-c2ccc(Cl)s2)nc2ccccc12	4	4	-10	0.1	-307	1	-3	-3
CC(C(=O)Nc1ccccn1)N1C(=O)C2C3C=CC(C3)C2C1=O (centres undefined)	11	-1	-2	0.8	13	2	-3	2
Cc1cc(OC(=O)C2CC2)c([N+](=O)[O-])c(=O)[nH]1	3	-2	5	-0.4	5	-4	3	-1
O=c1c2cnn(-c3ccccc3)c2ncn1Cc1cccnc1	-11	-2	0	4.5	12	-3	4	-1
CCOc1ccc(C(=O)N(c2ccccn2)C2CCCCC2)cc1	1	5	6	1.0	10	-4	-23	-1
O=C1C(Cc2ccccc2)Nc2ncnc(N3CCc4ccccc4C3)c2N1Cc1ccccc1 (centres undefined)	24	0	-7	-1.4	-241	2	-4	-2
N/C(=N\S(=O)(=O)c1ccccc1)c1ccc([N+](=O)[O-])cc1	5	-5	-3	1.9	13	-6	-5	-4
CCN1CCn2c1nc(N1CCOCC1)nc2=O	3	15	-6	-0.3	11	-10	2	0
O=C(NCC1CCCO1)c1cncc(Br)c1 (centres undefined)	17	1	13	-0.6	-6	-3	-3	0
Cn1c(NCc2cc(Br)ccc2O)nc2ccccc21	20	-12	-20	28	-3	1	-16	-12
COCCOC(=O)C1=C(C)Nc2ncnn2C1c1ccc(F)cc1 (centres undefined)	2	-2	-4	-1.3	15	-4	-3	-1
CC1CCCN(S(=O)(=O)c2ccc(NC(=O)CN3CCN(C)CC3)cc2)C1 (centres undefined)	-2	0	6	2.6	31	0	0	0
O=C(c1ccccc1SCc1ccc(F)cc1)N1CCOCC1	-3	0	7	-0.4	10	-5	-3	-1
CNc1ccc(/C=C2\COc3ccccc3C2=O)cc1[N+](=O)[O-]	-2	-18	-8	0.5	50*	1	-4	4
CCN(CC)S(=O)(=O)N1CCC(C(=O)NCCC2=CCCCC2)CC1	6	9	-3	0.1	1	-8	-8	-1
c1ccc2oc(-c3[nH]ncc3CN3CCC(N4CCSCC4)CC3)cc2c1	-10	-1	-6	-2.6	5	4	-2	3
COc1ccc(NC(=O)N(C)C[C@H]2Oc3ccc(NC(=O)c4ccncc4)cc3C(=O)N([C@H](C)CO)C[C@@H]2C)cc1	29	-10	-11	1.3	18	-6	5	4
O=C(CN1CCOCC1)Nc1nc(-c2ccc(Cl)cc2)cs1	-2	2	4	-0.7	17	-4	-1	-2
CCn1nc(C(=O)N2CCc3ccccc3C2)c2ccccc2c1=O	8	8	13	0.3	37	5	-3	-4
O=C(Nc1nc(-c2ccc(S(=O)(=O)N3CCCC3)cc2)cs1)c1cccs1	3	14	-8	-3.1	-66	5	-10	1
CCOC(=O)CNC(=O)/C(=C\c1ccc(F)cc1)NC(=O)c1ccccc1	-16	-13	-3	0.9	23	-2	3	0
COc1ccc(CNC(=O)/C(C)=C\C(=O)O)cc1	12	6	0	1.1	4	-9	-5	-3
Cc1ccc(CSc2nnc(NC(=O)C3COc4ccccc4O3)s2)cc1 (centres undefined)	-29	-4	-22	18	1	6	9	1
O=C(Cc1c(F)cccc1Cl)OCC(=O)N1CCN(c2ccccc2)CC1	-10	-6	-4	-0.9	15	-4	1	-1
CC(C)(C)c1nn(-c2ccccc2)c2[nH]c(=O)c(C=O)cc12	-16	-6	2	0.3	-111	1	4	0
Cc1cc2c(cc1C)NC(c1cccnc1)C1=C(CC(C)(C)CC1=O)N2 (centres undefined)	-5	0	-13	2.2	13	-5	3	0
COC(=O)c1ccc(NC(=O)COC(=O)C2=NN(c3ccccc3)C(=O)CC2)cc1	5	-4	-5	-0.4	7	1	-10	1
COc1cc(/C=C/C(=O)O)cc(S(=O)(=O)NCCO)c1OC	-11	-2	0	22	-29	-5	2	-1

Results in PfGluPho inh and SENP6 inh, for some of the entries so far:
mol | PfGluPho inh | SENP6 inh
COc1ccc(CNC(=O)/C(C)=C\C(=O)O)cc1 | 12 | 0
O=C(Cc1c(F)cccc1Cl)OCC(=O)N1CCN(c2ccccc2)CC1 | -10 | -4

The list goes on.
SMILES	PfGluPho inh	SENP7 inh	SENP6 inh	MPTP block	SENP8 inh	HKDC1 inh	ATG4B inhibitor	GRIN3A LBD mod
CCn1nc(C)cc1C(=O)NC1CCCc2c1cnn2-c1cc(F)cc(F)c1 (centres undefined)	-4	0	5	-2.0	3	-6	14	4
COc1cc(NC(=O)CCN2CCN(c3ccccc3F)CC2)cc(OC)c1	9	2	-50	1.3	9	-11	-1	1
CCN(C(=O)COC(=O)c1cc(C)n(-c2ccc(F)cc2)c1C)C1CCS(=O)(=O)C1 (centres undefined)	9	nt	nt	-1.0	23	-6	0	2
Cc1ccc(S(=O)(=O)NCC(=O)OCC(=O)N(CCC#N)c2ccccc2)cc1	-4	11	-6	-1.2	7	-1	-3	0
CSCCC(NC(=O)c1ccco1)C(=O)N1CCN(Cc2ccccc2)CC1 (centres undefined)	-4	9	-22	-2.1	8	-4	-3	1
CCCc1nc(SCC(=O)N2CCCc3ccccc32)c2c(=O)n(C)c(=O)n(C)c2n1	-8	3	-6	-0.1	8	-12	-1	-1
Fc1ccc(SCCc2ccccn2)cc1	0&13	21&7	-4&1	-2.5&-1.5	15&18	-7&-6	-3&4	1&-1
O=C(NC(=S)NCc1ccccc1Cl)c1cccs1	-1	-8	-4	-0.7	7	4	30	-21
COc1cc(/C=N/NC(=O)c2cc(O)cc(O)c2)ccc1OC(=O)c1ccccc1	4	-11	-9	-0.2	10	18	-15	6
COc1cc(/C=C(\NC(=O)c2ccccc2)C(=O)NC(C(=O)O)c2ccccc2)cc(OC)c1OC (centres undefined)	3	5	1	-0.8	34	-1	-9	-2
CC1=NN(C(=O)Cc2ccc([N+](=O)[O-])cc2)C(O)(c2cccnc2)C1 (centres undefined)	-13	8	-4	-2.4	19	-5	3	6
O=C(NCC(c1ccco1)N1CCCCC1)c1cccc(NS(=O)(=O)c2ccc(Br)cc2)c1 (centres undefined)	-14	3	-14	-0.5	3	-3	2	-9

Given in markdown: 4 of the compounds above
| SMILES | PfGluPho inh | SENP7 inh | SENP6 inh | MPTP block | SENP8 inh | HKDC1 inh | ATG4B inhibitor | GRIN3A LBD mod |
| --- | --- | --- | --- | --- | --- | --- | --- | --- |
| O=C(NC(=S)NCc1ccccc1Cl)c1cccs1 | -1 | -8 | -4 | -0.7 | 7 | 4 | 30 | -21 |
| CCCc1nc(SCC(=O)N2CCCc3ccccc32)c2c(=O)n(C)c(=O)n(C)c2n1 | -8 | 3 | -6 | -0.1 | 8 | -12 | -1 | -1 |
| CCN(C(=O)COC(=O)c1cc(C)n(-c2ccc(F)cc2)c1C)C1CCS(=O)(=O)C1 (centres undefined) | 9 | nt | nt | -1.0 | 23 | -6 | 0 | 2 |
| COc1cc(/C=N/NC(=O)c2cc(O)cc(O)c2)ccc1OC(=O)c1ccccc1 | 4 | -11 | -9 | -0.2 | 10 | 18 | -15 | 6 |
